# Screening results as filed in PubChem BioAssay.
# SENP6 block: blocks the human protease SENP6; Recombinant SENP6 catalytic domain, aminoluciferin luminescence; inhibition, % at 10 µM; 1.8% of 330,000 active;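 active = inhibition above about 50% at the single tested dose, limit read from the data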;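 also: plate controls were DMSO wells with enzyme for no effect and DMSO wells lacking enzyme for full effect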
# Target sequence (Q9GZR1 628-1112 limits assumed): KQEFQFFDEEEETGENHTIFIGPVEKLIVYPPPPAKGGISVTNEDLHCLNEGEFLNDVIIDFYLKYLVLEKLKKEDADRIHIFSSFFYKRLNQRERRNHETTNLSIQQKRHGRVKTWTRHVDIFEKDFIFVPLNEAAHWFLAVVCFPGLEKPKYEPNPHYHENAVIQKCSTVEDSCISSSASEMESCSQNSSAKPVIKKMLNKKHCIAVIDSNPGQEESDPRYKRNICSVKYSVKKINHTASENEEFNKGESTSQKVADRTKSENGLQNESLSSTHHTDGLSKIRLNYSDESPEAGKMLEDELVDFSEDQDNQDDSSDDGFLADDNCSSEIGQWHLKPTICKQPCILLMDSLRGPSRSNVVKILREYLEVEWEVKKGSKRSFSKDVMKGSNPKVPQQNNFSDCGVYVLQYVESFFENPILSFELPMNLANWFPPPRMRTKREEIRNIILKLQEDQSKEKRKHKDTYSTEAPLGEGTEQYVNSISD
# SENP1 FRET inh: blocks the human SENP1 SUMO protease catalytic domain. recombinant SENP1 catalytic domain, CyPet-SUMO1-YPet FRET cleavage. inhibition, % at 10 µM. 0.21% of 360,000 active;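 active = inhibition at least 30% at 10 µM, raw YFP signal under a set limit, fluorescence ratio 0.5 to 1.5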;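 also: 0% = enzyme with DMSO and 100% = no enzyme wells; some results filed as inactive read as strong as hits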
# Target sequence (Q9P0U3 419-644 limits assumed): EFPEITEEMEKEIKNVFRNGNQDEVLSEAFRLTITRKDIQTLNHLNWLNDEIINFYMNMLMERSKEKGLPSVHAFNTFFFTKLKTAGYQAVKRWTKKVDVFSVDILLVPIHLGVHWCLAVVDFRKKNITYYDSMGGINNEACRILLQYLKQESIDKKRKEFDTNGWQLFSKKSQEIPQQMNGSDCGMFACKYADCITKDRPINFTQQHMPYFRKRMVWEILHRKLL
#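 Assay system – human recombinant His6-tagged SENP1 catalytic domain enzyme · Input – SENP1 enzyme, 20 pM final · Buffer or medium – Tris pH 8 buffer plus EDTA, NaCl, BME, BSA, NP40, catalase · Schedule – 50 min reaction at room temperature · Technique – FRET read of cyan and yellow fluorescence · Control set – no-enzyme wells low, DMSO-plus-enzyme wells high control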
# hIAP act: human IAP activation; P09923; 0.16% of 330,000 active; activation factor at 10 µM; purified human IAP, CDP-Star luminescence, 30 min; hits give high values; 1 = vehicle-only enzyme, 0 = enzyme-free background;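 active = activation factor of the enzyme at least 2-fold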; also: the source names both 10 and 20 µM as test concentration; values of inactives mirror those of a sister screen read the other way
# PfG6PD inh: PfG6PD (Plasmodium falciparum) enzyme inhibition | PfGluPho enzyme, NADPH resazurin-diaphorase fluorescence | inhibition, % at 20 µM | 0.78% of 350,000 active | AID 504690;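 active = inhibition reaching at least a set limit at 20 µM in the primary screen, cut at about 59% in these data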;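 also: 0% = DMSO wells with substrate and 100% = DMSO wells lacking glucose-6-phosphate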
# SENP8 inh: SENP8 (human) protease inhibition | Q96LD8 | recombinant SENP8, Nedd8 substrate fluorescence | inhibition, % at 20 µM | 0.64% of 360,000 active | AID 602440; in the data active = inhibition mostly above about 40%, no sharp cut-off; inactive = mostly below about 27%
# Target sequence (Q96LD8 whole entry, looked up): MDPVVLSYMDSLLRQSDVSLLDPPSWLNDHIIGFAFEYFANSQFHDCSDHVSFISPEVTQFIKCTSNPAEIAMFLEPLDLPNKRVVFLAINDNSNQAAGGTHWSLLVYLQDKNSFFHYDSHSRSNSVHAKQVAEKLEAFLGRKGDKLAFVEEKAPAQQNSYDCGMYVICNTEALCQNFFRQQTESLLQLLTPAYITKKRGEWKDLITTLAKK
# NR3A LBD binder: NR3A (human) ligand-binding domain modulation | NR3A LBD differential scanning fluorimetry, Tm shift; 0% = protein alone, 100% = glycine-bound protein | Tm shift relative to glycine control, % at 25 µM | 2.5% of 340,000 active | AID 1259313;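 active = melting temperature shift of at least 10% of the positive control shift, at one fixed dose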
# MPTP block: inhibitors of mitochondrial permeability transition pore | 1.4% of 360,000 active | AID 602449 | isolated mouse mitochondria, Ca2+ swelling absorbance, 30 min | inhibition, % at 10 µM;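 active = inhibition of 50% or more, scaled per plate between neutral and stimulator controls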;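 also: 0% = DMSO wells given calcium and 100% = 1 mM EGTA wells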
# ATG4B inh: ATG4B (human) cysteine protease inhibition; Q9Y4P1; ATG4B cleavage of LC3-PLA2, NBD-HPC fluorescence, 1 h; inhibition, % at 8.33 µM; 0.51% of 340,000 active; in the data active = inhibition above about 40%
# An asterisk follows results filed as active; i = inactive; · = no result given.
nr	SMILES	SENP6 block	SENP1 FRET inh	hIAP act	PfG6PD inh	SENP8 inh	NR3A LBD binder	MPTP block	ATG4B inh
1	Cc1ccc(CNC(=O)COC(=O)c2cc3c(s2)CCC(C)C3)cc1 (configuration not stated)	-8	-1	0.99	-13	3	-4	0.6	0
2	COc1ccc(OC)c(NC(=O)CSc2nnnn2C2CCCC2)c1	-11	-1	0.97	-12	22	-3	-2.0	3
3	CN1C(=O)/C(=C/c2ccc(O)c([N+](=O)[O-])c2)NC1=S	37	-1	0.81	-12	28	-10	0.4	-4
4	C=CCNc1sc(C(=O)C(C)(C)C)c(N)c1C#N	-10	-1	0.99	12	10	1	0.9	-16
5	Cc1cccc(Nc2nc(N)nc(CSc3nccc(C)n3)n2)c1	6	0	0.91	25	0	2	0.1	4
6	COc1ccc(NC(=O)C2CC(=O)N(c3ccccc3Cl)C2)c(OC)c1 (configuration not stated)	-11	1	0.99	3	15	1	-2.6	-13
7	C/C(=N\NC(=O)Cc1ccccc1[N+](=O)[O-])c1cccnc1	-7	3	1.2	-1	8	0	-2.6	-8
8	Cc1ccc(C)c(OCc2cc(C(=O)N3CCN(c4ccccc4C)CC3C)no2)c1 (configuration not stated)	1	-1	1.1	6	11	-3	1.9	25
9	COc1ccc(CN2C(=O)c3cccnc3C2=O)cc1S(=O)(=O)N(C)c1cccc(C)c1	-16	3	0.87	2	10	-2	-1.6	-1
10	N#Cc1cc(-c2ccccc2)c[nH]c1=O	-6	1	0.9	-13	-301	-1	-0.5	0
11	NC(=S)N/N=C1/CCSc2ccc3ccccc3c21	-9	-9	0.91	-6	4	-2	-1.4	-20
12	CS(=O)(=O)N(CC(=O)NCCc1ccccc1)c1cccc([N+](=O)[O-])c1	5	2	0.97	-5	15	1	-2.4	2
13	CC(=O)Nc1nc(C)c(Oc2ccc(C)cc2)c(=O)[nH]1	-17	2	1	7	21	-3	3.0	-6
14	Cc1ccc2nc3c(cc(C(=O)NCC4CCCO4)c(=N)n3CCCOC(C)C)c(=O)n2c1 (configuration not stated)	4	-22	1.1	6	-280	2	0.2	-1
15	O=C(NCC1CCC(C(=O)O)CC1)c1cccnc1 (configuration not stated)	16	1	1.1	-25	4	0	-1.7	3
16	CCOCc1nnc(NC(=O)c2cc(Cl)ccc2OC)s1	-8	-1	0.91	-1	-4	1	0.5	-11
17	COc1ccccc1NC(=O)c1oc2ccccc2c1NC(=O)C1CC1	-6	-1	1	5	-43	0	-3.3	-3
18	CCCCCCCCCCS(=O)(=O)N/N=C/c1ccc(O)cc1	7	1	0.93	3	-87	4	79*	-9
19	CN(Cc1ccccc1)C(=O)c1nc2ccccn2c1CN1CCc2sccc2C1	2	-7	1	-8	-48	0	0.4	13
20	Cc1noc(C)c1C(=O)N(C)C[C@@H]1OCc2ccccc2-c2c(n(C)c3ccccc23)C(=O)N([C@H](C)CO)C[C@H]1C	·	-1	·	-14	-3	·	0.5	·

# Retrieved by compound from the list above (two):
nr	SMILES	SENP6 block	SENP1 FRET inh	hIAP act	PfG6PD inh	SENP8 inh	NR3A LBD binder	MPTP block	ATG4B inh
13	CC(=O)Nc1nc(C)c(Oc2ccc(C)cc2)c(=O)[nH]1	-17	2	1	7	21	-3	3.0	-6
19	CN(Cc1ccccc1)C(=O)c1nc2ccccn2c1CN1CCc2sccc2C1	2	-7	1	-8	-48	0	0.4	13

# (continued)
nr	SMILES	SENP6 block	SENP1 FRET inh	hIAP act	PfG6PD inh	SENP8 inh	NR3A LBD binder	MPTP block	ATG4B inh
21	CCc1ccc(NC(=O)N(CCOC)C2CCN(C(C)=O)CC2)cc1	2	0	0.89	-1	12	-13	-2.8	-6
22	CCNC(=O)CSc1nc(-c2ccc(F)cc2)cs1	-22	-3	1	-2	4	-1	0.4	0
23	CCOC(=O)Cn1c(=O)oc2cc(S(=O)(=O)N3CCn4c3nc3ccccc34)ccc21	-2	1	0.92	-9	12	-3	0.8	1
24	O=C(NN1C(=O)/C(=C/c2ccc(O)cc2)SC1=S)c1cccc(O)c1	15	70	0.63	-12	29	10	2.2	4
25	O=C(NC1CCN(C(=S)NCCc2ccccc2)CC1)C1CC1	-3	-1	1.1	-1	0	1	0.1	-8
26	CC(C)CC(NC(=O)c1ccco1)C(=O)Nc1ccc2c(c1)OCCO2 (configuration not stated)	9	-1	0.81	-11	16	0	-1.6	4
27	CCC(C)(C)NC(=O)C(c1cccs1)N(C(=O)c1ccn[nH]1)c1ccccc1 (configuration not stated)	-2	2	0.95	-9	14	0	0.5	-6
28	c1ccc(Nc2nc(-c3ccncc3)cs2)cc1	34	-1	1.1	-11	-7	-1	-0.3	-1
29	COc1ccc(CCn2c3c(c(=O)[nH]c2=O)C(NC(=O)c2cccs2)(C(F)(F)F)C(=O)N3)cc1OC (configuration not stated)	11	-1	0.85	-5	9	-2	1.5	5
30	COc1ccc(OCC(O)CN2CCN(c3ccccc3)CC2)cc1 (configuration not stated)	5	1	1.1	2	10	-1	1.3	-4
31	O=S(=O)(c1cccs1)N1CCN(c2ccc(F)cc2)CC1	-8	0	1.1	-9	2	1	0.4	2
32	CCCOc1ccc(CC(=O)NCCc2ccccc2)cc1OC	1	3	1.1	-25	12	1	0.2	-6
33	Cc1cc(C)c2c(N)c(C(=O)Nc3ccc([N+](=O)[O-])cc3)sc2n1	-12	15	0.94	-5	8	0	0.8	5
34	Cc1cccc(C(=O)n2c(=S)nc3ccccn32)c1	91*	0	1	51	3	2	-1.4	-8
35	NNc1nc(-c2ccccc2)cs1	-1	-7	0.83	-1	-4	-3	-3.6	8
36	CCCCc1cc(=O)oc2cc(C)cc(O)c12	-12	4	0.82	-14	-6	-6	86*	7
37	Cc1ccc(NCC(=O)Nc2ccc(Br)cc2)cc1C	-5	-1	1.1	5	14	1	2.6	4
38	CCN(CC)C(=O)COc1ccc2oc(C)c(C(=O)OC(C)C)c2c1	10	-2	1.2	-21	2	2	0.0	6
39	COc1cc(C(=O)NNC(=O)c2ccc3c(c2)OCCO3)cc(OC)c1OC	5	-1	1	10	-148	1	-1.5	-10
40	Cc1nnc2c3ccccc3c(-c3ccc(O)cc3)nn12	-15	1	0.99	0	10	0	1.9	-3

# A draw from above in order of number of heavy atoms, rising.
nr	SMILES	SENP6 block	SENP1 FRET inh	hIAP act	PfG6PD inh	SENP8 inh	NR3A LBD binder	MPTP block	ATG4B inh
35	NNc1nc(-c2ccccc2)cs1	-1	-7	0.83	-1	-4	-3	-3.6	8
36	CCCCc1cc(=O)oc2cc(C)cc(O)c12	-12	4	0.82	-14	-6	-6	86*	7
28	c1ccc(Nc2nc(-c3ccncc3)cs2)cc1	34	-1	1.1	-11	-7	-1	-0.3	-1
34	Cc1cccc(C(=O)n2c(=S)nc3ccccn32)c1	91*	0	1	51	3	2	-1.4	-8
37	Cc1ccc(NCC(=O)Nc2ccc(Br)cc2)cc1C	-5	-1	1.1	5	14	1	2.6	4
31	O=S(=O)(c1cccs1)N1CCN(c2ccc(F)cc2)CC1	-8	0	1.1	-9	2	1	0.4	2
25	O=C(NC1CCN(C(=S)NCCc2ccccc2)CC1)C1CC1	-3	-1	1.1	-1	0	1	0.1	-8
33	Cc1cc(C)c2c(N)c(C(=O)Nc3ccc([N+](=O)[O-])cc3)sc2n1	-12	15	0.94	-5	8	0	0.8	5
30	COc1ccc(OCC(O)CN2CCN(c3ccccc3)CC2)cc1 (configuration not stated)	5	1	1.1	2	10	-1	1.3	-4
26	CC(C)CC(NC(=O)c1ccco1)C(=O)Nc1ccc2c(c1)OCCO2 (configuration not stated)	9	-1	0.81	-11	16	0	-1.6	4
39	COc1cc(C(=O)NNC(=O)c2ccc3c(c2)OCCO3)cc(OC)c1OC	5	-1	1	10	-148	1	-1.5	-10
29	COc1ccc(CCn2c3c(c(=O)[nH]c2=O)C(NC(=O)c2cccs2)(C(F)(F)F)C(=O)N3)cc1OC (configuration not stated)	11	-1	0.85	-5	9	-2	1.5	5

# (further entries)
nr	SMILES	SENP6 block	SENP1 FRET inh	hIAP act	PfG6PD inh	SENP8 inh	NR3A LBD binder	MPTP block	ATG4B inh
41	c1ccc2c(c1)NC(c1ccncc1)n1c-2nc2ccccc21 (configuration not stated)	14	0	1	14	-488	-20	-0.2	-20
42	COc1cccc(/C=N/NC(N)=S)c1OCc1cccc(Cl)c1	-5	1	1.1	22	4	-9	3.8	-17
43	C=CCN1C(=O)/C(=C/c2ccc(O)cc2)S/C1=N/c1nccs1	-21	-27	0.73	-27	-11	20*	11	5
44	CN(C)CCCNC(=S)N1CCC(c2nc3ccccc3[nH]2)CC1	9	0	1.1	-7	-15	-1	-0.2	0
45	CCC(CC)N1CCN(S(=O)(=O)c2ccc(OC)cc2)CC1	11	2	1.1	-8	14	0	0.6	2
46	Cc1cccc(C)c1NC(=O)C(c1cccc([N+](=O)[O-])c1)N(C)C(=O)c1ccccn1 (configuration not stated)	-2	1	0.9	12	21	-2	0.7	4
47	CCCCN(C(=O)CN(C)CC(=O)Nc1cccc(OC)c1)c1c(N)n(CCCC)c(=O)[nH]c1=O	-20	-7	0.91	10	-5	4	-1.5	-11
48	CCN(CC)S(=O)(=O)c1ccc2c(c1)oc(=O)n2CC(=O)NC1CCCCC1	3	-2	1.2	-1	9	-1	1.8	-5
49	COc1cccc(C(=O)N2CCC(n3nccc3NC(=O)C(OC)c3ccccc3)CC2)c1 (configuration not stated)	1	0	0.96	-2	2	-1	-0.2	9
50	CC(C)(C)C(=O)NC1(C(F)(F)F)C(=O)Nc2c1c(=O)[nH]c(=O)n2Cc1ccco1 (configuration not stated)	-2	-1	1.3	11	35	6	-0.1	-4
51	COc1ccc(N(CC(=O)N2CCCC(C)C2)S(=O)(=O)c2c(C)nn(C)c2C)cc1 (configuration not stated)	-21	3	0.98	-5	11	-2	-1.8	-3
52	CCCn1c(=O)c2ccccc2n2c(SCC(=O)NCc3cccs3)nnc12	-1	0	1.1	5	18	2	-0.4	-8
53	COc1ccccc1C1/C(=C(/O)c2ccccc2)C(=O)C(=O)N1CC(C)O (configuration not stated)	8	2	0.92	48	19	1	-0.1	6
54	COc1cc(C(=O)NCC(C)(C)CNC(=O)c2cc(OC)c(OC)c(OC)c2)cc(OC)c1OC	7	-1	1.3	-6	7	-1	-0.1	-4
55	Cc1cc2ccccc2c(=O)n1CC(=O)NCC(=O)N(C)C1CCCCC1	14	-1	1.2	1	-43	1	1.3	-15
56	O=C1NC(Cc2ccc(O)cc2)c2nc3cc(F)ccc3c(=O)n2-c2ncccc21 (configuration not stated)	·	0	·	16	6	·	0.4	·
57	CC(C)OC(=O)CNc1n[nH]c(=S)[nH]c1=O	·	0	·	-4	-1	-2	-0.2	3
58	O=C(C[C@@H]1C/C=C\CCC(=O)O[C@H](c2ccccc2)CNC1=O)N[C@H](CO)Cc1ccccc1	-18	0	1	6	8	-1	1.5	-1
59	O=C(O)c1cc(NN=Nc2ccc(Br)cc2)cc([N+](=O)[O-])c1	52*	-1	0.98	40	28	5	3.0	-1
60	O=C(c1cc2c(s1)-c1ccccc1S(=O)(=O)C2)N1CCN(Cc2ccccc2)CC1	-7	-6	0.97	-4	-3	2	0.6	-8
61	Cc1ccc(S(=O)(=O)N2CCN3CCCC3C2)cc1 (configuration not stated)	-3	-2	0.91	-3	10	0	-0.9	-2
62	COCOCCn1cc(CN2CCS(=O)(=O)N(Cc3ccc(-c4ccc(OC)c(OC)c4)cc3)C(CC(C)C)C2=O)nn1 (configuration not stated)	·	-2	·	23	15	·	1.2	·
63	Cc1cc(=O)oc2cc(OCC(=O)N3CCOCC3)c(Cl)cc12	2	-27	1.1	10	i	2	-2.1	-5
64	COc1ccc(Cl)cc1NC(=O)CN(C)C(=O)Cc1ccc2c(c1)CCC2	-4	3	1.1	84*	16	2	0.3	-4
65	COc1ccc(C(CC(=O)NCc2ccccc2)Sc2n[nH]c(-c3ccc(Cl)cc3)n2)cc1 (configuration not stated)	-36	1	0.88	3	12	1	4.2	-1
